Screens (PubChem BioAssay)
dFosB act – activators of delta FosB homodimer, primary screen, biochemical, fluorescence polarization, TAMRA-CDK5 oligo, single point; Protein FosB (Mus musculus), P13346; purified delta FosB; percent of positive-control signal above neutral wells; activation, % at 25 µM; 0.99% of 340,000 active; AID 493131, 2011;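 active means mean activation above about 17%, with every replicate also reaching it, limit read from the data, passing the limit was not always enough; inconclusive means only one of the two conditions met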;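 further: fluorescence polarization rise as delta FosB binds a TAMRA Cdk5 AP-1 oligo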
CAL PDZ FP-1 – CAL PDZ peptide-binding inhibitors, primary screen, biochemical, fluorescence polarization, Cer-tagged CAL PDZ, HTS; Golgi-associated PDZ and coiled-coil motif-containing protein (Homo sapiens), Q9HD26; purified CAL PDZ, TMR-peptide fluorescence polarization, 1 h; inhibition, % at 20 µM; 0.02% of 330,000 active; AID 504414, 2011;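 active means highest replicate inhibition of at least 40%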;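 further: plate controls were DMSO neutral control wells for no effect and unlabeled competitor peptide control wells for full effect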
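Test system: tagged CAL PDZ domain / Buffer or medium: sodium phosphate/NaCl buffer pH 7.4 with TCEP, IgG, Thesit / Reagent: TMR-labelled reporter peptide T*-PRC34 bound in PDZ groove / Compound dosing: single point, 20 µM / Schedule: 1 h incubation at room temperature before polarization reading / Technique: fluorescence polarization (mP) / Benchmarks: unlabelled peptide, DMSO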
Wnt bcat act – Wnt/beta-catenin pathway activators, primary screen, cell-based, plate reader, single point. 1.2% of 300,000 active. Wnt/beta-catenin reporter cell assay, activator. activation, % at 9.35 µM. AID 743398, 2014; in the data active means activation above about 30%, passing the limit was not always enough; inconclusive means no clear call, values can overlap the other calls;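 further: 0% = neutral control wells and 100% = positive control wells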
CAL PDZ FP-2 – untagged CAL PDZ binding inhibitors, primary screen, biochemical, fluorescence polarization, HTS; 0.92% of 300,000 active; Golgi-associated PDZ and coiled-coil motif-containing protein (Homo sapiens), Q9HD26; purified CAL PDZ, TMR-peptide fluorescence polarization, 1 h; AID 602252, 2012; inhibition, % at 24.9 µM;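 active means mean inhibition of at least 30% with at least half of replicates also reaching 30%; inconclusive means no clear call, values can overlap the other calls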;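 further: 0% = DMSO neutral control and 100% = excess unlabeled competitor peptide PRC23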
MITF act – activators of MITF-driven TRPM1 promoter reporter, primary screen, cell-based, SK-MEL-5, luciferase, single point; SK-MEL-5 TRPM1-promoter luciferase, 24 h; % of positive control, neutral wells = 0; activation, % at 12.5 µM; 0.75% of 300,000 active; AID 588334, 2011;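 active means mean activation of at least 80% with every replicate also reaching 80%; inconclusive means mean reaches 80% but some replicate falls short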;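 further: 0% = neutral control wells and 100% = parthenolide positive control wells; values of inactives mirror those of a sister screen read the other way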
Tat transport – E. coli Tat export inhibitors, primary screen, MC4100, TorA-mCherry reporter, fluorescence, single point; inhibition, % at 10 µM; 0.036% of 340,000 active;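 active means mean replicate inhibition at least 50% and at least half of replicates individually reaching 50%; inconclusive means only one of the two criteria met; inactive means neither criterion met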;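 further: exported cargo escapes ClpAP degradation while cytoplasmic cargo is degraded and loses fluorescence; 0% = median of neutral control wells and 100% = median of NaSCN control wells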
Rtt109 Vps75 – inhibitors of C. albicans Rtt109/Vps75 HAT, primary screen, biochemical, ThioGlo CoA-SH fluorescence, plate reader; Histone acetyltransferase RTT109 (Candida albicans (strain SC5314 / ATCC MYA-2876)), …; purified Rtt109/Vps75, 4 h; inhibition, % at 34.9 µM; 0.16% of 330,000 active;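 active means inhibition of at least 50% in every replicate; inconclusive means best replicate reaches 50% inhibition but some replicates fall short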
Target sequence (Q5AAJ8 whole entry, looked up): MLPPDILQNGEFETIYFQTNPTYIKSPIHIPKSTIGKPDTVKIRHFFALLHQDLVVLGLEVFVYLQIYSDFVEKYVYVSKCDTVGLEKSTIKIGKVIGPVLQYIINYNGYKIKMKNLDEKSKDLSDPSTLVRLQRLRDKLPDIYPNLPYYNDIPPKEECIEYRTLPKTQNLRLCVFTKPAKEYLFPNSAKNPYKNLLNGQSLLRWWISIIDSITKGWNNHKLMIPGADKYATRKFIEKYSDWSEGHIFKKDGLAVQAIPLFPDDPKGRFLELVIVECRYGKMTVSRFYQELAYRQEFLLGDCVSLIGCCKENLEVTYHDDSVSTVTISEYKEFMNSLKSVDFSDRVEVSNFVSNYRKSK
CDK5 inh – inhibitors of human CDK5/p35 kinase, primary screen, biochemical, single concentration; Cyclin-dependent kinase 5 (Homo sapiens) + Cyclin-dependent kinase 5 activator 1 (Homo …; inhibition, % at 10 µM; AID 488839, 2010; 0.01% of 330,000 active; Recombinant CDK5/p35, ADP-Glo luminescence, 60 min;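 active means highest replicate inhibition of at least 50% and at least 75% of replicates reaching 50%; inconclusive means only one of the two criteria met; inactive means both criteria failed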;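 further: plate controls were DMSO neutral control for no effect and GW8510 at 10 µM for full effect; many of its hits are not listed in these tables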
Target sequence (Q00535 whole entry, looked up): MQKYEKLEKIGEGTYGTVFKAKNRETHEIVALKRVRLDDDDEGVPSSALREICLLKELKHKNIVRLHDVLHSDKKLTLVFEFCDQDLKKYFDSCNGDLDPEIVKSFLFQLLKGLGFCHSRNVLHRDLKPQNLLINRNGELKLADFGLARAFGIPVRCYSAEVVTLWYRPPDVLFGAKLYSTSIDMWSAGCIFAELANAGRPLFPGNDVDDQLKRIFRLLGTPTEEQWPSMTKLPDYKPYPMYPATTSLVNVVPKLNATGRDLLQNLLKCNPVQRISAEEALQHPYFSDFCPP
Target sequence (Q15078 whole entry, looked up): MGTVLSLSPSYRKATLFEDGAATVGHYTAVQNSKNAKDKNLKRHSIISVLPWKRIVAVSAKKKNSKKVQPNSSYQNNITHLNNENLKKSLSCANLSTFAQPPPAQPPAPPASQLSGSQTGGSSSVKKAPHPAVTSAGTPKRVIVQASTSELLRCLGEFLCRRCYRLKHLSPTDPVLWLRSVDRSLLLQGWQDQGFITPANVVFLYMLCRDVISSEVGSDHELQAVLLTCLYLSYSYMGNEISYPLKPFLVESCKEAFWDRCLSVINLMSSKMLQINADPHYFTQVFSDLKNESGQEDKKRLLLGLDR
V-ATPase pH – regulators of yeast V-ATPase proton pumping, primary screen, pHLuorin cytosolic pH fluorescence | 0.37% of 350,000 active | response, % at 10 µM | S. cerevisiae | AID 504577, 2011; in the data active means response mostly above about 7.3%, no sharp cut-off; inactive means mostly below about 5.4%; further: actives read high; inactives centre near 0; some compounds called inactive have numbers as strong as hits
cardiac RTF act – cardiac RTF calcium sensitivity activators, primary screen, biochemical, IANBD-TnC fluorescence, EC20 calcium; activation, % at 7.2 µM; 0.24% of 340,000 active; Troponin I, cardiac muscle (Homo sapiens) + Troponin T, cardiac muscle (Homo sapiens) + …; IANBD-labeled TnC RTF fluorescence at EC20 calcium; 0% EC20 calcium, 100% full calcium; AID 493008, 2010;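 active means activation above the mean over all tested compounds plus 3 SD, cut at about 30% in these data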;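 further: rise in fluorescence read as greater calcium sensitivity of cardiac thin filaments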
An asterisk follows results filed as active; ? = inconclusive; / = not tested or not shown.

1	N#CCCn1c(SCC(=O)NCC2CCCO2)nc2ccccc21 (configuration not stated)
2	COc1ccc(NC(=O)c2cc(S(=O)(=O)N3CCOCC3)ccc2N2CCOCC2)cc1
3	CCC(=O)N(Cc1ccccc1)c1ccccn1
4	Cc1cc(C)n2nc(C(=O)N/N=C/c3ccco3)nc2n1
5	NC1=NC(c2ccc(F)cc2)n2c(nc3ccccc32)N1 (configuration not stated)
6	CCCN1Cc2cccc(C(=O)Nc3ccc(CC)cc3)c2C1=O
7	CCN(CC)c1ccc(C(=O)N/N=C/c2ccc(OC)cc2OC)cc1
8	O=C(CSc1ccc(Cl)cc1)N1CCN(c2ccc(Cl)cc2[N+](=O)[O-])CC1
Compound	1	2	3	4	5	6	7	8
dFosB act	2	-7	-3	-9	2	-6	-7	-6
CAL PDZ FP-1	-1.6	-2.3	-0.6	-1.6	-0.4	-0.6	-1.6	-2.9
Wnt bcat act	-3	-2	-7	-1	-18	0	-3	-1
CAL PDZ FP-2	9	0	-5	2	-6	1	-3	-1
MITF act	0	1	3	7	-3	/	-8	8
Tat transport	8	-11	-11	-4	-2	3	4	6
Rtt109 Vps75	-2	-1	0	3	10	-4	8	/
CDK5 inh	-0.1	0.1	-0.4	-0.2	0.8	-0.1	-1.1	-1.9
V-ATPase pH	1	2	1	-6	3	-1	0	4
cardiac RTF act	6	-1	1	0	-2	13	2	4

9	COCCNC(=O)CCCn1c(=O)c2cc(OC)c(OC)cc2n(CC(=O)Nc2ccc(F)cc2)c1=O
10	CCOc1ccccc1C1C(C(=O)Nc2ccccc2OC)=C(C)Nc2nnnn21 (configuration not stated)
11	COc1ccc(S(=O)(=O)NNC(=O)Nc2ccc(C)cc2C)c(OC)c1
12	COC(=O)CN1C(=O)C(C)(C)Oc2ccc(C(=O)NC3CC3)cc21
13	O=C(CN1CCN(Cc2ccccc2)CC1)N1N=CCC1c1ccccc1 (configuration not stated)
14	CC1CCc2c(sc3ncnc(NCCCOC(C)C)c23)C1 (configuration not stated)
15	COc1ccc(C2C3=C(CC(C)(C)CC3=O)Nc3n[nH]c(C)c32)cc1 (configuration not stated)
16	COc1ccccc1-n1c(SCC(=O)N2CCOCC2)nc(O)c(Cc2ccccc2)c1=O
Compound	9	10	11	12	13	14	15	16
dFosB act	-6	-3	1	-1	-2	-8	-7	-9
CAL PDZ FP-1	-1.6	-0.8	-2.6	0.3	-2.2	-1.3	-0.6	-0.8
Wnt bcat act	-1	/	-1	/	-1	/	/	2
CAL PDZ FP-2	0	-5	-1	/	-4	-5	-4	15
MITF act	8	-1	2	-15	-12	17	-7	-4
Tat transport	0	-3	-4	13	2	5	0	-9
Rtt109 Vps75	-5	3	-4	4	3	19	10	9
CDK5 inh	0.0	0.2	-0.2	-12	0.8	2.6	-0.2	0.2
V-ATPase pH	4	0	1	3	-4	-2	3	1
cardiac RTF act	-2	0	1	2	-3	-5	-2	1

17	S=c1[nH]nc(COc2ccccc2)n1/N=C/c1cccs1
18	CCN(C(=O)CSc1nnc(C2CC2)n1-c1ccccc1)C1CCS(=O)(=O)C1 (configuration not stated)
19	Cc1cc(S(=O)(=O)NC(C)C)ccc1OCC(=O)N1CCOCC1
20	COc1ccc(OC)c(CN2CCN(C(=O)c3ccc(NS(=O)(=O)c4cccc([N+](=O)[O-])c4)cc3)CC2)c1
21	COc1ccc2cc3cc(C(=O)NCCN4CCc5ccccc5C4)oc3nc2c1
22	CCC(C)Nc1nc(SC(C(C)=O)C(C)=O)nc(N(C)C)n1 (configuration not stated)
23	CN(C)c1ccc(N2C(=NC(=O)C3CCCO3)SC3CS(=O)(=O)CC32)cc1 (configuration not stated)
24	COc1cc(S(=O)(=O)N2CCN=C2c2ccccc2)ccc1Cl
Compound	17	18	19	20	21	22	23	24
dFosB act	-7	8	4	-13	-13	-6	-1	-4
CAL PDZ FP-1	0.0	-2.8	-1.4	-1.7	-4.9	-0.6	0.8	13
Wnt bcat act	/	-26	/	2	/	-1	3	0
CAL PDZ FP-2	1	-23	/	-1	4	-2	1	-2
MITF act	1	-11	-5	10	22	-1	24	-5
Tat transport	3	-2	-11	-1	5	-3	15	-7
Rtt109 Vps75	-6	2	5	6	-34	-6	0	-6
CDK5 inh	4.4	3.0	1.4	1.0	0.1	-0.5	-5.7	0.4
V-ATPase pH	-1	4	-4	3	-4	-4	-1	2
cardiac RTF act	6	6	-2	-7	-3	4	-12	-3

25	Cc1ccc(-c2oc3ccccc3c(=O)c2OCC(=O)O)cc1
26	Cc1nnc(SCC(=O)N(C)c2c(N)n(Cc3ccccc3)c(=O)[nH]c2=O)n1Cc1ccccc1
27	OCCN(CCO)c1ncnc2c1oc1ccc(Br)cc12
28	CN(CC(=O)Nc1cccc(S(=O)(=O)N2CCCCC2)c1)Cc1ccc(F)cc1
29	Cc1cc(C)c(NC(=O)CNC(=O)COC(=O)C2CCN(c3ccc(C(F)(F)F)cn3)CC2)c(C)c1
30	CN1CCN(C(=O)c2cnn(-c3ccccc3)c2NC(=O)c2ccccc2F)CC1
31	COc1ccc(C(C(=O)NC2CCCC2)N(C(=O)c2csnn2)C2CCCC2)cc1 (configuration not stated)
32	O=C(NCc1nnc(SCC(=O)N2CCCC2)o1)c1ccccc1F
Compound	25	26	27	28	29	30	31	32
dFosB act	4	0	-15	-13	-14	-5	-12	-4
CAL PDZ FP-1	-0.1	-1.4	-0.6	-0.8	-0.6	-0.3	-1.5	-0.1
Wnt bcat act	-1	-2	-2	-2	0	-1	1	-2
CAL PDZ FP-2	1	/	1	-4	-6	/	7	-5
MITF act	-1	-12	-11	14	-5	/	4	-10
Tat transport	3	-3	-6	3	0	-3	-3	6
Rtt109 Vps75	-5	4	-1	7	-7	-11	-9	-6
CDK5 inh	-0.7	-2.8	0.3	-1.8	-1.4	0.3	-0.9	0.6
V-ATPase pH	-2	3	6	-3	-4	-1	1	2
cardiac RTF act	-7	8	3	2	1	-1	-6	-1

33	Cc1cccn2cc(-c3cccc(NC(=O)c4cccs4)c3)nc12
34	COc1ccc(C(CNC(=O)c2ccc(NS(=O)(=O)c3ccc(F)c(C)c3)cc2)N(C)C)cc1 (configuration not stated)
35	COc1ccc(NC(=O)Cn2nnc3sc4c(c3c2=O)CC(C)(C)OC4)cc1
36	Cc1cc(OC(C)C(=O)NCC(O)c2ccccc2)c2c(C)cc(=O)oc2c1 (configuration not stated)
37	CCOc1cnc(-c2c(-c3c(Cl)cccc3Cl)noc2C)o1
38	CCOc1ccc(CCNC(=O)C(O)c2ccccc2)cc1 (configuration not stated)
39	CC(C)N(C)C(=O)C(=O)c1cccn1-c1cccc(Cl)c1C#N
40	Cc1cc(OCC(=O)NCCc2ccc(Cl)cc2)c2c(C)cc(=O)oc2c1
Compound	33	34	35	36	37	38	39	40
dFosB act	8	-9	4	5	-12	0	-1	?
CAL PDZ FP-1	-3.5	-3.2	-0.8	-0.4	0.0	-0.3	-2.4	-0.2
Wnt bcat act	13	-1	0	-2	-17	-1	-6	-6
CAL PDZ FP-2	-1	-3	-4	/	0	/	-1	6
MITF act	61	8	-5	0	2	/	-3	-9
Tat transport	-6	12	0	-10	1	-1	0	0
Rtt109 Vps75	14	-6	-2	9	3	-1	10	-3
CDK5 inh	-4.0	0.7	0.2	2.3	0.8	-1.2	2.6	-1.4
V-ATPase pH	-2	0	-5	-3	-2	-2	1	-1
cardiac RTF act	4	4	2	-1	3	-6	-4	-4

41	Cc1cc(C)nc(NS(=O)(=O)c2ccc(N/C=C3\CCCC3=O)cc2)n1
42	O=C(CCN1CCN(CCO)CC1)Nc1ccccc1
43	O=[N+]([O-])c1ccccc1S(=O)(=O)N1CCN(Cc2ccsc2)CC1
44	COc1ccc(C(=O)NCc2nnc(SCC(=O)N3CCCCC3)o2)cc1
45	CCc1ccc(-c2cc(C)no2)cc1S(=O)(=O)Nc1cc(C)on1
46	O=C1c2ccccc2NC(c2ccccc2)N1c1ccc(O)cc1 (configuration not stated)
47	CN(CC(=O)Nc1cccc(F)c1)C(=O)c1ccc2c(=O)n3c(nc2c1)CCC3
48	CC(=O)c1cccc(S(=O)(=O)N2CCC(C(=O)O)(c3ccccc3)CC2)c1
49	CCNC(=O)NC(=O)COC(=O)c1ccccc1SCC(=O)NC(=O)NCC
50	CCn1c2ccccc2c2cc(CC(N)=O)ccc21
51	O=C(CN1C(=O)C2(OCCCO2)c2ccccc21)NCc1ccccc1
Compound	41	42	43	44	45	46	47	48	49	50	51
dFosB act	-4	4	2	8	-2	1	-13	-2	0	1	-7
CAL PDZ FP-1	-1.9	-0.4	-1.0	-2.4	-2.2	-1.5	-1.4	-2.0	-1.9	-0.1	-1.1
Wnt bcat act	0	4	-1	2	3	/	5	-1	53*	-2	/
CAL PDZ FP-2	-1	-1	2	-5	-2	-7	-4	-3	-1	/	/
MITF act	1	/	1	6	-3	8	3	-2	22	0	-3
Tat transport	-2	-4	-4	-5	0	0	-1	16	-9	0	-3
Rtt109 Vps75	5	3	1	-1	-5	/	-1	-3	-32	-13	1
CDK5 inh	0.8	0.8	-0.8	0.9	/	1.8	1.0	-5.1	-2.6	3.0	-1.8
V-ATPase pH	-2	1	2	2	-1	-3	10	-7	-2	-3	-3
cardiac RTF act	-1	-7	/	-3	1	-2	10	0	1	-7	1

Some of these compounds in order of formula weight, smallest number first.
50	CCn1c2ccccc2c2cc(CC(N)=O)ccc21
43	O=[N+]([O-])c1ccccc1S(=O)(=O)N1CCN(Cc2ccsc2)CC1
41	Cc1cc(C)nc(NS(=O)(=O)c2ccc(N/C=C3\CCCC3=O)cc2)n1
44	COc1ccc(C(=O)NCc2nnc(SCC(=O)N3CCCCC3)o2)cc1
Compound	50	43	41	44
dFosB act	1	2	-4	8
CAL PDZ FP-1	-0.1	-1.0	-1.9	-2.4
Wnt bcat act	-2	-1	0	2
CAL PDZ FP-2	/	2	-1	-5
MITF act	0	1	1	6
Tat transport	0	-4	-2	-5
Rtt109 Vps75	-13	1	5	-1
CDK5 inh	3.0	-0.8	0.8	0.9
V-ATPase pH	-3	2	-2	2
cardiac RTF act	-7	/	-1	-3
